zVAD death inh = blocks zVAD induced death of L929 cells; L929 zVAD necroptosis rescue, ATP luminescence, 24 h; with zVAD 60 µM; viability rescue, % at 10 µM; 0.38% of 220,000 active; AID 1377;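 active = activation, scaled between plate controls, above about 75%, limit read from the data; inactive = activation under that limit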;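 note: 0% = zVAD with DMSO and 100% = DMSO alone without zVAD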
hK5 inh = blocks human kallikrein 5 protease activity | 0.59% of 210,000 active | recombinant hK5, fluorogenic AMC substrate cleavage | Q9Y337 | AID 873 | inhibition, % at 5 µM;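 active = inhibition of 40% or more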;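 note: 0% = enzyme controls without compound and 100% = no-enzyme blanks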
Target sequence (Q9Y337 67-293 limits assumed): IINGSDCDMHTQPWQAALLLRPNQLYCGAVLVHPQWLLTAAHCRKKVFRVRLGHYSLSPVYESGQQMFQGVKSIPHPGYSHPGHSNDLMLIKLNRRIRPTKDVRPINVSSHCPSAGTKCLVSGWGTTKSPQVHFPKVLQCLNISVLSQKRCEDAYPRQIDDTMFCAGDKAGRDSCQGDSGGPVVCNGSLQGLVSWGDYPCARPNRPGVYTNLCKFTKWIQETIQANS
FXIIa inh 1536 = inhibitors of human coagulation factor XIIa; P00748; purified FXIIa, Boc-QGR-AMC fluorogenic substrate, 2 h; inhibition, % at 5 µM; 0.3% of 220,000 active; AID 800; in the data active = inhibition above about 40%;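 note: 0% = enzyme with no compound and 100% = blank without enzyme; many of its hits are not listed in these tables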
Target sequence (P00748 20-372 limits assumed): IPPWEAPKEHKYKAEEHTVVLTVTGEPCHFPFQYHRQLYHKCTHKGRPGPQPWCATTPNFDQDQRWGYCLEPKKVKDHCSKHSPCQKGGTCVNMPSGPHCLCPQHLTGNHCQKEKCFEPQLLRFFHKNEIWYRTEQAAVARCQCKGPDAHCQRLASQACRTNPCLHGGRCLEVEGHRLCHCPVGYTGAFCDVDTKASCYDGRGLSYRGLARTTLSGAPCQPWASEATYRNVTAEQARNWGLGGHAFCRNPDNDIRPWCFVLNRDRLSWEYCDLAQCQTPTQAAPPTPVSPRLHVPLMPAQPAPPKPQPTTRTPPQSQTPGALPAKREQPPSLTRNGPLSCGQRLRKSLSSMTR
Target sequence (P00748 373-615 limits assumed): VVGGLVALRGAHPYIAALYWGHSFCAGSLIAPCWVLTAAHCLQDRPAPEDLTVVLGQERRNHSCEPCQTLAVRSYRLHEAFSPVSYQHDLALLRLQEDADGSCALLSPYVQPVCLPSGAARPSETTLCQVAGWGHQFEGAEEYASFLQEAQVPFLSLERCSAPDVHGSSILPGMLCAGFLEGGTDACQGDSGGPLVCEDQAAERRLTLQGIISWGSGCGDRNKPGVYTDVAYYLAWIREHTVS
Hck-Nef inh = inhibitors of human Hck kinase activated by Nef. 0.68% of 220,000 active. AID 463187. inhibition, % at 20 µM. Recombinant Hck-YEEI plus Nef, Z-Lyte FRET kinase assay. P08631;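 active = Hck-Nef kinase inhibition above about 50%, limit read from the data; inactive = inhibition below that limit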;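 note: 0% = DMSO with Hck plus Nef and 100% = Hck alone without Nef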
Rad51 HR inh = Rad51 (human) homologous recombination inhibition | Q06609 | hRad51 DNA strand exchange, fluorescence dequenching | inhibition, % at 10 µM | 0.085% of 200,000 active | AID 1385;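 active = inhibition above 40% at the single screening dose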;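 note: 0% = DMSO control wells and 100% = blanks with heterologous ssDNA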
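Test system – preformed human Rad51 ssDNA filaments · Reagent – Donor/quencher-labelled 47-bp dsDNA substrate · Incubation – 37 °C 15-min filament assembly, 30-min compound preincubation, 15-min exchange · Signal – FRET fluorescence dequenching, excitation 485 nm, emission 520 nm · Read-out – percent inhibition from fluorescence, normalised to plate control and blank means · Benchmarks – plate control and blank wells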
thrombin 1536 = blocks human thrombin protease activity. alpha-thrombin, Boc-VPR-AMC fluorogenic substrate cleavage. inhibition, % at 5 µM. 0.26% of 220,000 active;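 active = inhibition at or above 40%; inactive = inhibition below 40%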;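 note: 0% = enzyme with no compound and 100% = wells without enzyme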
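System: Human alpha-thrombin protein | Medium: pH 7.5 Tris (50 mM) with NaCl 150 mM, Tween 20 0.05% | Times: Enzyme reaction carried out at room temperature | Detection: AMC fluorescence, 355/460 nm | Evaluation: Percent inhibition scaled between no-compound controls and no-enzyme blanks | Benchmarks: Enzyme without compound as high, wells lacking enzyme as low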
KCC2 mod = KCC2 (human) Cl- transport modulation. Q9H2X9. 2.2% of 190,000 active. B-score of Tl+ flux slope (higher = more flux/activation; lower = inhibition) at 10 µM. KCC2 cells, thallium flux FluoZin-2 fluorescence;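 active = thallium flux slope and its plate-corrected score both differing from the plate sample mean at a set confidence after two filtering rounds, in either direction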;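 note: slope of fluorescence scaled to starting intensity during 10 to 20 s after thallium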
FXIa inh = factor XIa (human) inhibition. P03951. inhibition, % at 5 µM. purified FXIa, Boc-Glu-Ala-Arg-AMC fluorogenic substrate. AID 798. 0.14% of 220,000 active;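 active = inhibition of at least 40%; inactive = inhibition below 40%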;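 note: fluorescence of freed AMC excited at 355 nm; 0% = enzyme without compound and 100% = no enzyme blank; many of its hits are not listed in these tables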
TNF necrop inh = TNF-alpha cell death inhibition in Jurkat FADD-/- cells. 0.068% of 220,000 active. AID 463075. activation (protection from cell death), % at 10 µM. Jurkat FADD-/- TNF necroptosis rescue, ATP luminescence, 24 h; 0 = TNF only, 100 = no-TNF cells;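 active = activation, meaning protection from cell death, of at least 50% relative to plate controls; inactive = activation below 50%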;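 note: necroptosis triggered by 40 ng/mL TNF-alpha added together with compound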
Numbers without * were called inactive; i = inactive; . = no result given. These rows are one share of the data (hit frequency here may not be typical).

molecule	zVAD death inh	hK5 inh	FXIIa inh 1536	Hck-Nef inh	Rad51 HR inh	thrombin 1536	KCC2 mod	FXIa inh	TNF necrop inh
O=S(=O)(c1cccc2nonc12)N1CCN(c2ccc(F)cc2)CC1	0.1	-4	3	8	.	-5	0.84	-5	-0.2
N#Cc1ccsc1NC(=O)CN1CCN(S(=O)(=O)c2cc(Cl)ccc2Cl)CC1	0.1	-7	7	3	-3	-3	0.37	9	5.0
CCOc1ccc(CC(=O)OCc2cc(=O)n3cc(Br)ccc3n2)cc1	0.6	-6	3	0	-30	4	i	-2	-0.1
Cc1ccc(C(=O)Nc2ccc(OCc3ccccc3)cc2)cc1[N+](=O)[O-]	0.0	-24	9	1	5	-5	.	-4	-2.7
O=C(Cn1nnc(-c2ccccc2)n1)N/N=C/c1cc([N+](=O)[O-])ccc1O	0.6	-34	2	2	2	-9	-0.69	1	-0.3
O=C(Nc1ccccc1)NC1CCS(=O)(=O)C1 (stereo not drawn)	0.0	-16	-1	13	1	-6	-0.03	-3	-0.3
Cc1nnsc1C(=O)N(Cc1ccccc1)C(C)C	-1.4	1	6	2	-17	-4	-3	-2	0.3
NC(=O)CSc1nnnn1-c1cccc(Cl)c1	0.2	-12	4	11	8	-3	0.26	6	0.9
COc1cccc(-n2c(SCC(=O)N3CCc4ccccc43)nnc2-c2c[nH]c3ccccc23)c1	.	-5	14	11	0	2	0.045	9	-22
COc1ccc(/C=N/N=C2/NC(=O)C(CC(=O)NC(C)C)S2)cc1 (stereo not drawn)	1.9	-3	8	-6	27	5	-0.06	0	0.3
Cn1cc(/C=C(\C#N)C(=O)Nc2ncc(Cc3cccc(Cl)c3)s2)c2ccccc21	-0.8	5	10	1	11	-9	i	5	-0.3
O=C1CS/C(=N/N=C/c2ccccc2OS(=O)(=O)c2ccccc2)N1	0.6	-7	18	4	15	4	.	7	0.0
CCOc1ccc(Cn2c(=O)sc3ccccc32)cc1OC	-0.4	8	11	19	-9	2	-0.019	5	0.5
Cc1nn(-c2ccccc2)cc1/C=N/NC(N)=S	-0.8	4	6	8	17	0	-0.14	10	-6.6
O=C(COC(=O)c1ccccc1[N+](=O)[O-])c1ccc(C2CCCCC2)cc1	0.5	-2	18	2	1	2	-1.2	8	-9.3
Cc1cccc(C)c1NC(=O)C(=O)NCCc1c[nH]c2ccccc12	2.1	0	0	28	-3	-11	-0.27	1	-1.8
Cn1c(COc2ccccc2)nnc1SCCSc1nnc(COc2ccccc2)n1C	-0.5	-19	-3	3	-1	-9	-0.22	-7	-2.3
CN(C)S(=O)(=O)c1cc(NC(=O)CN2CCN(c3ccc(O)cc3)CC2)ccc1Cl	1.3	-8	3	27	0	-7	-0.23	-11	-2.9
COc1ccc(/C=C2/N=C3CCCCCN3C2=O)cc1OC	0.1	-4	16	1	1	3	.	8	0.2
CCOCCCNC(=O)CS(=O)(=O)Cc1nc(-c2cccc(OC)c2)oc1C	0.5	1	4	1	-3	-4	-0.0096	-4	-0.9
O=C(OCC(=O)c1ccc(Cl)s1)c1ccccn1	1.3	-15	9	2	4	-3	-0.36	1	2.0
CN1CCN(C(=O)c2ccc(-c3cccs3)s2)CC1	0.5	-9	1	-6	5	-4	0.0065	2	0.7
Cc1ccc2c(CSc3nnc(N)s3)cc(=O)oc2c1	-0.2	-11	4	1	8	-6	0.31	2	-1.4
COc1cc(-c2nnc(-c3ccc(N4CCOCC4)cc3)o2)cc(OC)c1OC	0.9	39	-32	3	2	-6	-0.16	-16	-8.2
Cc1ccc(CC2CC(=O)N(CC(=O)O)C2=O)cc1 (stereo not drawn)	-0.6	-9	12	12	-1	-2	-0.06	-1	-0.2
CCN1CCN(C(CNS(=O)(=O)c2ccc(OC)cc2)c2cccnc2)CC1 (stereo not drawn)	-0.1	-8	18	0	1	-1	.	8	2.3
COC(=O)C(CCSC)NC(=O)c1cc2c(n(-c3ccccc3)c1=O)CC(C)(C)CC2=O (stereo not drawn)	-0.4	-18	14	3	-8	0	1.2	2	0.6
CCO[C@H]1OC(C(=O)N2CCN(Cc3ccc4c(c3)OCO4)CC2)=C[C@@H](c2ccccc2)[C@@H]1CCCO	-0.2	2	12	8	1	0	0.017	1	0.0
COc1cc(SC)ccc1C(=O)Nc1ccc(Cl)cn1	0.1	-2	1	1	-4	-4	0.0033	-2	1.2
CC(=O)Nc1ccc(NC(=O)CCCSc2nc3ccccc3[nH]2)cc1	1.0	2	6	30	.	1	-1.7	1	0.9

Grouped by structure, those above containing a cyano group.
molecule	zVAD death inh	hK5 inh	FXIIa inh 1536	Hck-Nef inh	Rad51 HR inh	thrombin 1536	KCC2 mod	FXIa inh	TNF necrop inh
N#Cc1ccsc1NC(=O)CN1CCN(S(=O)(=O)c2cc(Cl)ccc2Cl)CC1	0.1	-7	7	3	-3	-3	0.37	9	5.0
Cn1cc(/C=C(\C#N)C(=O)Nc2ncc(Cc3cccc(Cl)c3)s2)c2ccccc21	-0.8	5	10	1	11	-9	i	5	-0.3

(list continues)
molecule	zVAD death inh	hK5 inh	FXIIa inh 1536	Hck-Nef inh	Rad51 HR inh	thrombin 1536	KCC2 mod	FXIa inh	TNF necrop inh
CN(Cc1cn[nH]c1-c1cc2ccccc2o1)CC1CCOCC1	-0.4	.	10	13	.	0	0.88	1	1.6
CCC(=O)Nc1c(C(=O)N2CCN(c3ccccn3)CC2)cnn1-c1ccc(Cl)cc1	-0.1	-6	13	5	.	0	-0.47	11	1.4
O=C(N1CCOCC1)N1CCN(C(c2ccccc2)c2ccccc2)CC1	-0.4	-4	1	1	1	-4	-0.23	-3	-1.7
C[C@@H](NC(=O)OC(C)(C)C)c1nnc(S(=O)(=O)Cc2ccccc2)o1	-2.2	-2	3	-38	.	-14	0.31	30	-28
CC(C)(C)NC(=S)NNC(=O)c1ccncc1	.	-4	10	-5	.	4	-0.0031	9	0.0
Cc1cc(C)c2nc(C(F)(F)F)nc(NCCCN3CCOCC3)c2c1	2.4	1	9	2	8	0	.	5	-1.0
COc1ccc(CC(=O)Nc2cc(=O)n(C)c(=O)n2C)cc1	1.0	-8	7	0	7	-1	0.047	-1	-0.4
O=C(CCN1CCN(Cc2ccccc2)CC1)Nc1ccccc1Cl	0.9	0	0	-3	2	-8	-0.61	0	3.5
O=C(NCCN1CCCCC1)c1cc(OCC(F)(F)F)ccc1OCC(F)(F)F	0.6	-1	11	-2	-2	2	0.01	-2	-3.1
Cc1nc2ccc(NC(=O)CCS(=O)(=O)c3ccccc3)cc2s1	0.6	12	11	-1	3	14	1.5	2	1.9
CNC(=S)N/N=C(\C)c1ccccc1	-0.5	-7	0	8	16	-8	1.2	-4	-1.7
O=C(COCCOCC(=O)N(c1ccccn1)C1CCCCC1)N(c1ccccn1)C1CCCCC1	0.4	-27	11	3	1	3	-0.74	8	-2.9
O=C(COC(=O)c1cnc(Cl)c(Cl)c1)NCc1ccc2c(c1)OCO2	0.3	-13	14	1	11	1	0.6	6	1.4
O=C(N/N=C/c1ccc(O)cc1O)/C(=C/c1ccccc1)CCO	49	-7	7	2	-4	-8	-0.26	-3	-8.4
CN1C(=S)SC(N(O)C(=O)Nc2cccc3ccccc23)C1(C)C (stereo not drawn)	0.2	8	13	1	11	-1	1.2	-2	0.3
CCN(C(=O)c1ccc(Cl)cc1[N+](=O)[O-])c1ccccc1C	1.5	-4	9	24	-13	0	-0.39	-1	0.5
Oc1cccc(Nc2ncnc3ccccc23)c1	3.3	-16	13	21	3	2	0.11	-3	1.0
CCN(CC)CCn1c2ccc(Cl)cc2c2nc(C)sc21	0.3	4	-1	-21	-6	-4	.	-11	-0.1
COC(=O)[C@H](C)NC(=O)NCc1ccc(S(N)(=O)=O)cc1	0.4	18	3	4	11	-3	-0.23	-17	0.3
O=C(Nc1ccc(N=Nc2ccccc2)c(NC(=O)C2CCCO2)c1)C1CCCO1 (stereo not drawn)	6.2	0	9	4	3	5	-0.36	12	4.1
CCC(C)(C(=O)NC1CCCC1)N(C(=O)CC1NC(=O)NC1=O)c1ccc(C)cc1 (stereo not drawn)	0.6	-12	15	-2	3	8	.	0	-0.5
CS(=O)(=O)c1sc2nc(-c3ccccc3)cc(-c3ccccc3)c2c1N	0.3	-17	5	2	6	-5	1.7	-7	-0.9
COC(=O)NC1(C(F)(F)F)C(=O)Nc2c1c(=O)n(C)c(=O)n2C (stereo not drawn)	1.4	-17	1	0	-1	4	0.0051	-3	-0.5
Cc1ccsc1C(=O)OCC(=O)N1CCN(C(=O)c2ccco2)CC1	2.0	-4	4	27	-2	-1	0.39	-3	0.4
CCn1ncc(C2=NOC(C(=O)NCc3ccc(OC)cc3)C2)c1C (stereo not drawn)	1.4	0	5	1	0	-4	1.7	-1	-8.0
COc1ccccc1CNC(=O)C(NC(=O)c1ccccc1C)C(C)C (stereo not drawn)	0.9	-3	-3	24	2	-8	0.033	-1	1.0
O=C(CCS(=O)(=O)Cc1ccccc1)Nc1ccc2c(c1)OCCO2	1.4	-5	4	17	5	-14	-1.2	-7	0.8
O=C1c2cccc3c([N+](=O)[O-])ccc(c23)C(=O)N1Cc1cccnc1	10	-2	5	22	-69	-5	-5*	2	-1.8
O=C(/C=C/c1ccc2ccccc2c1)c1ccoc1	-0.1	3	4	3	-3	1	.	0	-0.9
COc1cc(NC(=O)CN(C)S(=O)(=O)c2ccc3c(c2)CCC(=O)N3)cc(OC)c1	1.6	49*	-1	1	2	-6	.	-8	0.3
CCn1cc(/C=N\NC(=O)Cc2ccc(Cl)cc2)cn1	0.5	-13	11	2	6	-4	-0.56	8	0.5
CCOC(=O)c1sc(Nc2cccc(C)c2C)nc1C	0.9	-11	27	-2	.	2	0.45	16	1.8
CCCCCCCCCCCC(=O)N/N=C/c1ccco1	-0.4	2	2	2	-9	-4	1.1	-7	-2.7
O=C1c2ccccc2S(=O)(=O)N1Cc1cc(=O)n2ccsc2n1	0.1	-4	14	0	-2	3	-0.025	3	0.3
O=C(O)CCn1cc(/C=C2/NC(=S)N(c3ccccc3)C2=O)c(-c2ccccc2)n1	0.7	-12	-4	-9	-2	-3	0.36	-1	2.3
OC1CCCN(Cc2ccc3ccc4cccc5ccc2c3c45)C1 (stereo not drawn)	31	12	13	3	-3	-3	0.17	0	-1.6
CC(C)C(NC(=O)OC(C)(C)C)C(=O)N1CCCC1C(=O)NC(Cc1ccccc1)C(N)=O (stereo not drawn)	-0.4	-9	18	2	-4	0	0.18	1	-7.7
Cc1cc(SCC(=O)c2cccs2)n2nc(C)c(-c3ccc(Cl)cc3)c2n1	2.3	-1	5	1	5	3	0.005	9	5.3
O=C(CCCSc1nc2ccccc2[nH]1)NC(c1ccccc1)c1ccccc1	1.2	-9	2	0	10	-8	-0.34	-6	4.0
CCc1nnc(NC(=O)c2cc(-c3ccccn3)nc3ccccc23)s1	7.6	-1	4	15	-9	-5	-1.2	-4	0.1

Screens deposited in PubChem by several laboratories.
